From PubChem BioAssay
TEAD-YAP inh = TEAD-YAP interaction inhibition | HEK-TIYL cells, TEAD-Gal4/YAP UAS-luciferase luminescence | inhibition, % at 9.12 µM | hit rate 1.4% among 640,000; in the data active means inhibition above about 32%;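 further: 0% = median of test compound wells and 100% = reference inhibitor wells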
GPR151 ag = human GPR151 activation; Q8TDV0; PathHunter beta-arrestin GPR151 cells, luminescence; activation, % at 11.2 µM; hit rate 1% among 650,000; in the data active means activation above about 4.9%;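 further: 0% = median of compound wells and 100% = cells with positive control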
Target sequence (Q8TDV0 whole entry, looked up): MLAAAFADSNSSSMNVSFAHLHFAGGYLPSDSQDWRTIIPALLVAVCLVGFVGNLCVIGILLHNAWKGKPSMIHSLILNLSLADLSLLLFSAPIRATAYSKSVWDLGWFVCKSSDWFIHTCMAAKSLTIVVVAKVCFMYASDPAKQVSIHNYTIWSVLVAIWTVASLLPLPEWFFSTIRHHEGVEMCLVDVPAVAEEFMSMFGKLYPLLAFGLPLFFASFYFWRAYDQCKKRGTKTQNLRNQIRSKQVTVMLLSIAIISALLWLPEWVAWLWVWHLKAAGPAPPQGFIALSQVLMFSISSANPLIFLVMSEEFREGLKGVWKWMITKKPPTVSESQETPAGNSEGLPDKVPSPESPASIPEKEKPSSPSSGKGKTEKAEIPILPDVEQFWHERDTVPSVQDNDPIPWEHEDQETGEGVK
MITF inh = human MITF inhibition, primary screen. O75030. AlphaScreen MITF homodimerization, bead proximity signal. inhibition, % at 2.6 µM. hit rate 0.91% among 650,000. AID 1259374; in the data active means inhibition above about 50%;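 further: 0% = vehicle wells with protein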
Target sequence (O75030 whole entry, looked up): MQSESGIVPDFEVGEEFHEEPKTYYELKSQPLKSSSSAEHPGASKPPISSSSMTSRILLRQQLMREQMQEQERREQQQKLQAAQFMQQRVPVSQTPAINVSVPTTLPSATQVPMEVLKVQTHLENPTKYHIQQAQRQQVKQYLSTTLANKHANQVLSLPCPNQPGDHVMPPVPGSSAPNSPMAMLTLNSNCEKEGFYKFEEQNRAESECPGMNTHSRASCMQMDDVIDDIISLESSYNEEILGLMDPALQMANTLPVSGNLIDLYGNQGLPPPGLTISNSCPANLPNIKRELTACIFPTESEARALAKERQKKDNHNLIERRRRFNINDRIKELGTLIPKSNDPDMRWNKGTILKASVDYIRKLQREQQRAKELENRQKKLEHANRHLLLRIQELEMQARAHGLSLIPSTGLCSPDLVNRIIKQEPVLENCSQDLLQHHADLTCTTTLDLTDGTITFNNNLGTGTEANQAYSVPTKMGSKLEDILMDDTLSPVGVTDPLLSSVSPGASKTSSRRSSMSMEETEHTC
FBW7 act = activators of human E3 ligase FBW7; AID 1259310; hit rate 0.13% among 650,000; Q969H0; normalized activity (activation), % at 26.1 µM; AlphaScreen FBW7–phospho-cyclin E peptide binding, activator screen; in the data active means normalized activity above about 1.9%;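 further: purified mutant Fbw7 with reduced substrate affinity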
* = called active by the depositor.

SMILES | TEAD-YAP inh | GPR151 ag | MITF inh | FBW7 act
CC(C)C(=O)N(Nc1nc2ccccc2s1)C(=O)C(C)C | -3 | 0.3 | 7 | 0.3
Cc1ccc(NC(=O)C(C)Sc2ccccn2)cc1 (stereo not drawn) | -16 | 0.4 | -2 | 0.3
CC(O)CN(Cc1ccccc1Cl)CC(C)O (stereo not drawn) | -2 | -0.7 | 1 | 0.8
O=C(Nc1ccc(F)cc1)c1cc(S(=O)(=O)NCc2ccc(F)cc2)ccc1F | 3 | -1.0 | 12 | 0.1
Cc1cnc(N2CCC(N3CCOCC3)CC2)nc1NCCN(C(C)C)C(C)C | 1 | 6.7* | -9 | 0.2
CCN(CC)CCN(C)Cc1c(F)cccc1F | 10 | 1.4 | -1 | -0.3
COCCn1c(=O)c2c(nc3n2CC(C)CN3c2ccc(Cl)cc2)n(C)c1=O (stereo not drawn) | -5 | 0.0 | 2 | -0.1
CS(=O)(=O)N1CCc2cc(C(N)=O)ccc21 | 6 | -0.2 | 7 | 0.3
Cn1c(O)c(N=NC(=O)C(=O)Nc2ccccc2[N+](=O)[O-])c2ccccc21 | 6 | 4.0 | -14 | -0.6
COCC(=O)N1CCC(Cn2ccnc2C(C)C)CC1 | 1 | -0.9 | 19 | 0.8
CCCOc1ccc(Cl)cc1/C=C1/C(=O)ON=C1C | 2 | 0.2 | 20 | -0.1
Cc1ccc(/C=C(\C#N)C(=O)Nc2cccc(Br)c2)o1 | -20 | -0.1 | 8 | 0.1
Cc1cc(C)n2c(SCC(=O)N3CCCCC3)nnc2n1 | -2 | 0.2 | 7 | 0.4
CN1CCc2nc(NC(=O)c3cc4ccccc4o3)sc2C1 | -69 | -1.0 | 8 | -0.2
Cc1sc(NC(=O)CN2CCCC2)nc1-c1ccc2c(c1)CCN2C(=O)CC(C)(C)C | -18 | 0.7 | 26 | 0.3
CCOC(=O)c1ccc(CN(Cc2ccc(OC)cc2)S(=O)(=O)c2cc(C)ccc2C)cc1 | -7 | -0.9 | -5 | 0.1
COc1ccc(C(=O)N(CCCN2C(=O)c3cccc4cccc(c34)C2=O)c2ccc(Oc3ccccc3)cc2)cc1 | -2 | 0.6 | 9 | -0.1
Cc1ccccc1Nc1nc(NCCO)c2ccccc2n1 | 9 | -0.2 | 3 | -0.1
O=C(COc1ccc(Cl)cc1)Nc1c2c(nn1-c1ccc(Oc3ccccc3)cc1)CSC2 | -3 | 0.0 | 8 | 0.3
CN(C)CCn1c2c(c3ccccc31)CCCn1cnnc1-2 | -7 | -0.1 | 8 | 0.3

Profiles from above.
`CC(C)C(=O)N(Nc1nc2ccccc2s1)C(=O)C(C)C` across the screens: TEAD-YAP inh: -3; GPR151 ag: 0.3; MITF inh: 7; FBW7 act: 0.3
`Cc1ccccc1Nc1nc(NCCO)c2ccccc2n1` across the screens: TEAD-YAP inh: 9; GPR151 ag: -0.2; MITF inh: 3; FBW7 act: -0.1

More results.
SMILES | TEAD-YAP inh | GPR151 ag | MITF inh | FBW7 act
CC(C)(C)NC(=O)c1sc2nc3cc4c(cc3cc2c1N)OCCO4 | -1 | 0.8 | 4 | -0.1
C#Cc1cccc(NC(=O)c2cccc(C(=O)Nc3cccc(C#C)c3)c2)c1 | 1 | -10 | 19 | 0.2
O=C(NCCc1csc(-c2ccccc2)n1)c1ccc(F)c(F)c1 | 3 | 1.1 | -5 | -0.1
O=C(Nc1nnc(-c2cccnc2)o1)c1cccc(Cl)c1 | 3 | -2.0 | 17 | -0.1
Cc1c(C(=O)Nc2ccccc2C(F)(F)F)sc2nc(SCc3cccc(Cl)c3)n(CCc3ccccc3)c(=O)c12 | -6 | 0.2 | 7 | 0.6
COc1ccc(-c2ccc(C(=O)NCc3cccc(C(F)(F)F)c3)s2)cc1 | -5 | 1.1 | -1 | 0.1
O=C(CCN1CCOCC1)Nc1cc(C(=O)N2CCN(c3ccc([N+](=O)[O-])cc3)CC2)ccc1N1CC2CC(C1)c1cccc(=O)n1C2 (stereo not drawn) | -1 | -0.8 | 1 | -0.1
CC(=O)N1CCC[C@H]1C(=O)NCC1Cc2cc(Cl)cc(-c3ccc4[nH]ccc4c3)c2O1 (stereo partly drawn) | 1 | 0.8 | 1 | 0.3
CCOC(=O)c1c(NC(=O)c2cc(Br)ccc2Cl)sc2c1CCCC2 | 0 | -1.6 | 14 | -0.6
C=CCNC(=S)NNC(=O)c1ccc(C)c(Cl)c1 | -1 | 0.2 | 20 | 0.2
Cc1cc(=O)[nH]c(N2CCN(CC(=O)N3CCCCCC3)CC2)n1 | 10 | 0.4 | 1 | 0.8
CCN(CC)c1nc2c(C)cccn2c(=O)c1C=C(C#N)C#N | 13 | -0.3 | -8 | 0.0
CCc1ccc(-c2csc(NC(=O)CN3C(=O)CCC3=O)n2)cc1 | -15 | 0.5 | 2 | 0.1
O=c1oc2ccc(Cl)cc2cc1-c1csc(Nc2cccc(C(F)(F)F)c2)n1 | 1 | 2.1 | 0 | 0.0
COc1ccc(C(=O)Nc2ccc3c(c2)C(=O)N(C)C3=O)cc1[N+](=O)[O-] | 2 | -0.8 | 12 | 0.8
CC1Cc2ccccc2N1C(=O)CSc1nc2ccccc2o1 (stereo not drawn) | 2 | 0.6 | -1 | -0.1
O=C(CCc1nc2ccccc2n(Cc2ccccc2F)c1=O)NCC1CCCO1 (stereo not drawn) | -2 | 0.1 | -1 | -0.1
COc1cc([C@@H]2c3cc4c(cc3C(O[C@@H]3O[C@@H]5CO[C@@H](c6cccs6)OC5[C@H](O)[C@H]3O)C3COC(=O)[C@@H]32)OCO4)cc(OC)c1O (stereo partly drawn) | 6 | 2.5 | -8 | -0.2
CCOc1ccc(-c2cc(C(=O)NCc3ccc(N(C)C)cc3)[nH]n2)cc1 | 10 | -0.7 | -2 | 0.7
COC(=O)c1ccc(OC(=O)c2ccc(Cl)cc2[N+](=O)[O-])cc1 | -7 | 1.7 | 15 | 0.1
CCc1ccc(C2C3=C(Nc4c2c(=O)[nH]c(=O)n4CCCOC)c2ccccc2C3=O)cc1 (stereo not drawn) | 8 | -1.3 | 18 | -0.1
O=C(Nc1ccc(I)cc1)C1CC2CCC1C2 (stereo not drawn) | -41 | 1.9 | -9 | -0.1
CCOc1ccc(-n2nc(C(=O)Nc3c(F)cc(F)cc3Br)c3ccccc3c2=O)cc1 | 1 | -0.7 | -1 | 0.0
O=C(N/N=C/c1cccc(Oc2ccc([N+](=O)[O-])cc2[N+](=O)[O-])c1)c1ccccn1 | -44 | -4.2 | 0 | -0.1
COc1ccc(-c2cc3ccc(OCC(=O)OC(C)C)cc3oc2=O)cc1OC | 11 | -2.9 | -4 | 0.8
CCOC(=O)c1c(NC(=O)C2CC2)sc(C(=O)Nc2ccc(C)c(Cl)c2)c1C | -10 | -0.1 | 7 | 0.3
CN(CC(O)COCC1COc2ccccc2O1)C1CCCCC1 (stereo not drawn) | -6 | -0.7 | -15 | 0.0
O=S(=O)(Nc1n[nH]c(C(F)(F)F)n1)c1ccccc1 | -6 | -0.4 | 12 | 0.3
CCOc1ccccc1N1CC(C(=O)Nc2ccccc2Cl)CC1=O (stereo not drawn) | 5 | 2.8 | -1 | 0.0
C=CCN(c1ccccc1)S(=O)(=O)c1cc(C(=O)Nc2ccc(Oc3ccccc3)cc2)ccc1F | 21 | 1.8 | 0 | -0.1
O=C1C2Sc3[nH]c(=O)sc3C(c3cccc([N+](=O)[O-])c3)C2C(=O)N1c1ccc(Br)cc1 (stereo not drawn) | -1 | -0.2 | -3 | -0.1
CCOC(=O)N1CCC(N(C(=O)Nc2ccc(OCC)cc2)C(C)CC)CC1 (stereo not drawn) | 3 | 0.6 | 4 | 0.0
COc1ccc(/C=C(\NC(=O)c2ccco2)C(=O)N2CCOCC2)cc1 | 11 | 0.0 | 8 | 0.6
CC1CCN(C(=O)COc2ncnc3ccc(Br)cc23)CC1 | -3 | 1.0 | -2 | 0.0
O=C(C1CCCN(S(=O)(=O)c2cnc[nH]2)C1)N1CCN(Cc2ccccc2)CC1 (stereo not drawn) | -1 | 0.1 | -7 | -0.2
CCOC(=O)COc1ccc(/C=C(\C#N)c2nc3ccccc3[nH]2)cc1OC | -30 | -1.3 | 4 | 0.0
Nc1nc2ccc(C(=O)NC3CCCCC3)cc2s1 | 0 | -0.6 | 4 | 0.7
O=C(NCc1ccc(Cl)cc1)C1(c2cccs2)CCOCC1 | 4 | -1.5 | 9 | -0.1
COCCNC(=O)c1ccc(-c2cccc(Cl)c2Cl)nc1NCC1CC1 | -8 | 0.2 | 4 | 0.4
CCCOC(=O)C1=C(C)NC2=C(C(=O)CC(c3cccs3)C2)C1c1coc2ccccc2c1=O (stereo not drawn) | -6 | -0.6 | -6 | 0.0

Copied from the list.
MITF inh, Cc1cc(C)n2c(SCC(=O)N3CCCCC3)nnc2n1 reads 7
MITF inh, O=C(C1CCCN(S(=O)(=O)c2cnc[nH]2)C1)N1CCN(Cc2ccccc2)CC1 (stereo not drawn) reads -7

Following part.
SMILES | TEAD-YAP inh | GPR151 ag | MITF inh | FBW7 act
O=C(Nc1ccc([N+](=O)[O-])cc1)c1cccc(S(=O)(=O)Nc2ccc(Br)cc2)c1 | 4 | 2.6 | -1 | -0.1
COc1ccc(NC(=O)Cn2ncc3ccccc32)cc1OC | -11 | -0.4 | -1 | -0.4
CCCCN(C)S(=O)(=O)c1ccc(C(=O)Nc2sc3c(c2C(=O)OC)CCN(C(C)C)C3)cc1 | 9 | 1.7 | -11 | 0.3
COc1ccc(-n2nnnc2CN2CCN(C(=O)NCCc3ccccc3)CC2)cc1 | 10 | -1.6 | 8 | 0.4
Cc1ccc(NC(=O)C2CC3CCCN3C23C(=O)Nc2ccccc23)c(C)c1 (stereo not drawn) | 2 | 3.4 | 3 | -0.2
CCC(=O)NNC(=O)CSc1nnc2c3c4c(sc3nc(C(C)C)n12)CC(C)CC4 (stereo not drawn) | 16 | 1.0 | -5 | -0.2
C=CCOc1c(I)cc(/C=C2/SC(=Nc3cc(C)cc(C)c3)NC2=O)cc1OC | 5 | -0.2 | 13 | 0.0
Cc1cc(C)c(NC(=O)CN2C(=O)NC(CCc3ccccc3)C2=O)c(C)c1 (stereo not drawn) | -4 | 1.0 | -10 | 0.1
C=C(C)CSC1=C(C#N)C(c2ccc(OCC)cc2)C(C(=O)OC)C(=O)N1 (stereo not drawn) | 14 | -0.7 | 2 | 0.1
COc1ccc(/C=N/S(=O)(=O)CCc2ccccc2)c(OC)c1 | 4 | 1.7 | -4 | 0.0
CCOC(=O)N1CCN(C(=O)CSc2ccc(C)cc2)CC1 | -15 | 3.9 | 3 | 1.2
CN(CC(=O)N1CCc2ccccc21)c1ccccc1 | 5 | -1.3 | 9 | -0.1
CC1CCCC(NC(=O)Cn2cc3c(n2)CCCC3)C1C (stereo not drawn) | 7 | 1.0 | -11 | 0.0
Cc1cc(NC(=O)CNS(=O)(=O)c2cccc3nonc23)ccc1Br | -10 | 1.3 | -3 | -0.1
O=S(=O)(c1ccc(F)c(F)c1F)N1CCN(c2ncnc3sccc23)CC1 | 2 | 1.0 | 5 | -0.1
COc1cc(C=C2C(=O)N(C)C(=S)N(C)C2=O)cc(Br)c1O | -3 | -2.6 | -5 | -0.6
CC(=O)Oc1ccc2ccc(=O)oc2c1 | 11 | -0.6 | -1 | 0.0
CCOC(=O)C1C(=O)CC(O)(c2ccc(C)cc2)CC1C=C(Cl)Cl (stereo not drawn) | -8 | -0.4 | -1 | 0.0
CC(C)(C)c1ccc(C(=O)Nc2ccc(NC(=O)c3ccco3)cc2)cc1 | 0 | -0.4 | -2 | 0.1
COc1ccc(C(=O)N/N=C/c2ccc(O)c(O)c2)c(OC)c1 | -24 | -0.3 | -3 | -0.1

Filtered by structure, the entries above containing two or more sulfur atoms
SMILES | TEAD-YAP inh | GPR151 ag | MITF inh | FBW7 act
Cc1c(C(=O)Nc2ccccc2C(F)(F)F)sc2nc(SCc3cccc(Cl)c3)n(CCc3ccccc3)c(=O)c12 | -6 | 0.2 | 7 | 0.6
O=C1C2Sc3[nH]c(=O)sc3C(c3cccc([N+](=O)[O-])c3)C2C(=O)N1c1ccc(Br)cc1 (stereo not drawn) | -1 | -0.2 | -3 | -0.1
CCCCN(C)S(=O)(=O)c1ccc(C(=O)Nc2sc3c(c2C(=O)OC)CCN(C(C)C)C3)cc1 | 9 | 1.7 | -11 | 0.3
CCC(=O)NNC(=O)CSc1nnc2c3c4c(sc3nc(C(C)C)n12)CC(C)CC4 (stereo not drawn) | 16 | 1.0 | -5 | -0.2
O=S(=O)(c1ccc(F)c(F)c1F)N1CCN(c2ncnc3sccc23)CC1 | 2 | 1.0 | 5 | -0.1

Later entries.
SMILES | TEAD-YAP inh | GPR151 ag | MITF inh | FBW7 act
CCOC(=O)c1ccc(NC(=O)Cn2nnc(C(=O)O)c2C(=O)O)cc1 | 4 | -1.1 | 10 | 0.0
Cc1ccc(OCC(O)CN2CCN(c3ccccc3)CC2)c(C)c1 (stereo not drawn) | 0 | 0.5 | 10 | 0.0
CC(C)Oc1ccccc1/C=C(\C#N)C(=O)NCCc1ccccc1 | 50* | 4.5 | -3 | 0.1
CCOCCCNC(=O)CCCN1C(=O)COc2ccc(C)cc21 | 7 | 0.8 | 2 | 0.2
CN(C)S(=O)(=O)N1CCN(c2ccc([N+](=O)[O-])c(N3CCCCC3)c2)CC1 | 13 | 1.4 | 10 | -0.2
O=C(Nc1ccc(Oc2ccccc2)cc1)c1cc([N+](=O)[O-])ccc1N1CCOCC1 | -6 | -0.8 | -5 | -0.2
CN1CCN(C(=S)c2c[nH]c3ccccc23)CC1 | 4 | 0.5 | 5 | -0.3
O=C(CSc1nc2c(sc(=S)n2CC2CCCO2)c(=O)n1-c1ccc(F)cc1)Nc1ccccc1C(F)(F)F (stereo not drawn) | 0 | 1.0 | 20 | 0.1
